PKM2 activator = qHTS Assay for Activators of Human Muscle isoform 2 Pyruvate Kinase. AID 1631, 2009. Potency, µM (highest dose often 57.5 µM), inactives show top-dose activation, usual class: activators. purified PKM2, Kinase-Glo ATP luminescence, activation; response scale: 0% is enzyme alone, no compound. hit rate 0.34% among 260,000. Pyruvate kinase PKM (Homo sapiens), P14618; further: potency means the concentration at half of the fitted maximal effect; on the % scale 0 is the no-effect control and ±100 the full control effect; nearly all actives have a fitted effect of over 55% in size
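Kinase-Glo luminescence reports ATP generated from ADP (0.1 mM) and PEP (0.5 mM) by purified hPK-M2 after 1 h at room temperature, pH 7.2 imidazole buffer; intermediate enzyme activity allows detecting inhibitors and activators.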
Chronic BCR inh = qHTS Assay to Find Inhibitors of Chronic Active B-Cell Receptor Signaling | Potency, µM (doses to about 46.1 µM), for the others: at the top dose ratio change, negative = lower green/red ratio, actives largely listed as inhibitors | ABC-DLBCL IkBa-CBG/CBR reporter, luminescence ratio, 4 h | hit rate 0.05% among 340,000; active means well fitted inhibition curve with a large enough effect in the signal ratio, with a control signal flat, not every such curve was filed as active; inconclusive means small, poorly fitted or top-dose-only effect, or effect the other way, or a change in a side signal; the % refers to the signal ratio;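 further: potency means the concentration at half of the fitted maximal effect; plate controls were basal doxycycline-induced cells for no effect and cells given 10 µM MG132 for full effect; MG132 reads +100%, hits lower the ratio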
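TMD8 human ABC-DLBCL cells with doxycycline-inducible IκBα–green luciferase fusion and unfused red luciferase, in 0.5% FBS medium; compounds up to 46 uM, 4 h at 37C. Green/red luminescence ratio, filter-overlap corrected, fitted to concentration-response curves.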
B2AR arrestin = qHTS assay of beta-arrestin-biased ligands of beta2-adrenergic receptor. Beta-2 adrenergic receptor (Homo sapiens), P07550. AID 492947, 2010. beta-arrestin recruitment to beta2AR, cell-based reporter. Potency, µM (titrated, usually from 46.1 µM), inactives show top-dose activation, actives largely listed as activators. hit rate 0.02% among 330,000;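 further: potency means the concentration at half of the fitted maximal effect; 0% = DMSO controls and full agonism = EC100 isoproterenol or metaproterenol; nearly all actives have a fitted effect of over 65% in size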
Coupling enz = qHTS Assay for Inhibitors of Fructose-1,6-bisphosphate Aldolase from Giardia Lamblia: Coupling assay counterscreen | AID 2472, 2010 | hit rate 0.67% among 290,000 | activity change, negative = inhibition, % at 58.2 µM, hits read low | coupling enzyme system counterscreen, AmpLite Red fluorescence; in the data active means activity change below about -30%; further: on the % scale 0 is the no-effect control and ±100 the full control effect
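Final compound at 57.5 uM, incubated 10 min at RT with coupling enzyme reagent (glyceraldehyde-3-phosphate), then 20 min with substrate and AmpLite Red detection. Fluorescence read at 525/598 nm; tests interference with the coupling assay, not aldolase inhibition.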
Tb PFK inh = qHTS Assay to Find Inhibitors of T. brucei phosphofructokinase; hit rate 0.17% among 330,000; T. brucei PFK, ADP-Glo luminescence; Potency, µM (titrated, usually from 57.5 µM), inactives show at the highest dose activity, negative = inhibition, hits mostly inhibitors; ATP-dependent 6-phosphofructokinase (Trypanosoma brucei brucei), O15648; AID 485367, 2010;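 further: potency means the concentration at half of the fitted maximal effect; 0% = uninhibited 1x PFK enzyme wells and -100% = no-enzyme wells; nearly all actives have a fitted effect of over 60% in size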
Target sequence (O15648 whole entry, looked up): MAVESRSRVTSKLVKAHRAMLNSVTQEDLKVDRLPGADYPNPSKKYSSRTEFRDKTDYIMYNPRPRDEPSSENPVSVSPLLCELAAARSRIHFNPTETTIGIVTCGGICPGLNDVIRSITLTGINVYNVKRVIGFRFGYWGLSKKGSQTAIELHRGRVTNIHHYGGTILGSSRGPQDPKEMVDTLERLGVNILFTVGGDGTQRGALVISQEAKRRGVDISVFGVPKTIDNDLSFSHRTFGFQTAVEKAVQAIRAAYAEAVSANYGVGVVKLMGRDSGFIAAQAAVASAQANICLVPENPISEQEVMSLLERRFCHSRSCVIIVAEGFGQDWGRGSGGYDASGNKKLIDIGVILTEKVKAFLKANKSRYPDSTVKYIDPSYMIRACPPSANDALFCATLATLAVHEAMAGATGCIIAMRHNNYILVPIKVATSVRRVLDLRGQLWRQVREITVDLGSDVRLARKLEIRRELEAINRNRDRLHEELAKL
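Luminescent ADP detection (ADP-Glo, two-step: ATP depletion then ADP-to-ATP conversion for luciferase) reported PFK activity after 45 min room-temperature reaction of 1.25 nM enzyme with 0.5 mM F6P and 0.1 mM ATP at pH 8.0.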
a7 integrin act = qHTS for Activators of Integrin-Mediated Alleviation for Muscular Dystrophy; hit rate 0.064% among 350,000; Potency, µM (top dose mostly 38.3 µM), without a hit: at the highest dose activation, most hits filed as activators; alpha7betagal myoblasts, beta-gal FDG fluorescence, 48 h;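 further: potency means the concentration at half of the fitted maximal effect; 100% = response of the positive control SU9516; nearly all actives have a fitted effect of over 60% in size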
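alpha7betagal+/- myoblasts (passage 13, 250/well) treated 48 h at 37C with compounds at 1:260 dilution of DMSO stock. Lysed, then beta-galactosidase activity read as FDG fluorescence (ex 480/em 540) after 30 min, with pre-read for autofluorescence.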
PTAP TSG101 blk = qHTS Assay for Iinhibitors of HIV-1 Budding by Blocking the Interaction of PTAP/TSG101. Tumor susceptibility gene 101 protein (Homo sapiens), Q99816. Fluorescence polarization, FITC-PTAP peptide / Tsg101 binding. Potency, µM (top dose mostly 115 µM), without a hit: top-dose activity change, negative = inhibition, most hits filed as inhibitors. 340,000 tested, under 10 active. AID 493005, 2010; active means well fitted inhibition curve with a large enough effect in the main read-out, with a control signal flat, not every such curve was filed as active; inconclusive means small, poorly fitted or top-dose-only effect, or effect the other way, or a change in a side signal; inactive means no such curve, though single readings can be large or run the other way; further: potency means the concentration at half of the fitted maximal effect; % of control where 0% means no effect
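Tsg101 binding domain (10 uM final) was mixed with compound and a FITC-labeled PTAP peptide (50 nM final) in HEPES pH 7.5 buffer with NaCl, Tween 20, EDTA and TCEP; fluorescence polarization was read after 20 min at r.t.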
S-ASM inh = Inhibitors of Secretory Acid Sphingomyelinase (S-ASM): qHTS; Potency, µM (highest dose often 57.5 µM), for inactives: top-dose activity change, negative = inhibition, actives largely listed as inhibitors; AID 504937, 2011; placental ASM, HMU-PC fluorogenic substrate, 60 min; hit rate 0.006% among 340,000; further: potency means the concentration at half of the fitted maximal effect
Target sequence (P17405 47-631 limits assumed): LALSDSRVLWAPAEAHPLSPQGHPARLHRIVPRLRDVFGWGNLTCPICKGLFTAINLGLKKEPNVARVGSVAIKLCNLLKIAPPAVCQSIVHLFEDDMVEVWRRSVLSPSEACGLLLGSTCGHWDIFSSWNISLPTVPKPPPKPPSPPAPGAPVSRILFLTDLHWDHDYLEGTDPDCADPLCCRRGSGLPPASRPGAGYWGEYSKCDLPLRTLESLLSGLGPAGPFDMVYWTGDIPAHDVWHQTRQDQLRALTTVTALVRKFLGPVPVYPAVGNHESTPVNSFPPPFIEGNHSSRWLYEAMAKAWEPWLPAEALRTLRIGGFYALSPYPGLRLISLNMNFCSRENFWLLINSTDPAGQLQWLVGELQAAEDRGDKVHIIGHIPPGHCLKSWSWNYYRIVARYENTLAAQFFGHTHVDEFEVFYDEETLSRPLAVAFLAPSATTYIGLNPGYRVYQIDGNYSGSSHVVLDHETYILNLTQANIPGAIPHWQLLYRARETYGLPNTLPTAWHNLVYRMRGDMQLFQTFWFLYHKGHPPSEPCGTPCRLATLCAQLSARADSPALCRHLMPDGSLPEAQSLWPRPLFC
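Fluorescence read-out (Ex 386 nm, Em 447 nm) after stopping the reaction at pH 10. Enzyme: ASM from human placenta; substrate HMU-PC0, 9 uM final; 60 min, 37 °C. Compound preincubation 10 min, ambient temperature.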
GALK inh = qHTS Assay for Inhibitors of Human Galactokinase (GALK) | P51570 | Purified GALK, Kinase-Glo residual ATP luminescence | Potency, µM (series often up to 57.5 µM), inactives show at the highest dose activity change, negative = inhibition, usual class: inhibitors | hit rate 0.007% among 270,000 | AID 1868, 2009; further: potency means the concentration at half of the fitted maximal effect; on the % scale 0 is the no-effect control and ±100 the full control effect
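Compounds were pin-transferred into ATP buffer (35 uM final), then GALK plus galactose (5 nM, 100 uM final) was added. After 1 h at room temperature, Kinase-Glo Plus was added and luminescence read after 10 min.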
Menin-MLL TR inh = qHTS Assay for Inhibitors Targeting the Menin-MLL Interaction in MLL Related Leukemias: Competition With Texas Red Labeled MLL-derived Mutant Peptide | O00255 | Menin + Texas Red MLL mutant peptide, fluorescence polarization | Potency, µM (highest dose often 61.6 µM), inactives show at the top dose FP activity change, negative = inhibition, hits mostly inhibitors | hit rate 0.23% among 270,000 | AID 1768, 2009; active means well fitted inhibition curve with a large enough effect in the polarisation, with a control signal flat, not every such curve was filed as active; inconclusive means small, poorly fitted or top-dose-only effect, or effect the other way, or a change in a side signal; inactive means no such curve, though single readings can be large or run the other way; the % refers to the polarisation; further: potency means the concentration at half of the fitted maximal effect; % of control where 0% means no effect; many of its hits are not listed in these tables
Giardia kill = Small Molecules that selectively kill Giardia lamblia: qHTS. AID 540267, 2011. Giardia lamblia trophozoite viability. hit rate 0.15% among 340,000. activity change, % at 7.66 µM, hits read low; in the data active means activity change below about -80%; inconclusive means between about -30% and that limit;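 further: parasites exposed to compound for two days anaerobically before the ATP read; on the % scale 0 is the no-effect control and ±100 the full control effect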
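Giardia trophozoites, 100 cells per well, were exposed to compounds for 48 hrs at 37 deg C under anaerobic conditions; viability was then read as ATP content by bioluminescence after 15-30 min at room temperature.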
* hit, by the source's call; u = inconclusive; x = no result given; [ ] = remark or other dose. Unless noted, the call rests on the fitted dose curve; in most records, active means well fitted curve in the direction sought with a large enough effect; inconclusive means small, poorly fitted or top-dose-only effect, or another doubt; inactive means no such curve, though single readings can be large; an effect the other way counts as inactive or inconclusive. This is a subset (hit frequency here may not be typical).

SMILES	PKM2 activator	Chronic BCR inh	B2AR arrestin	Coupling enz	Tb PFK inh	a7 integrin act	PTAP TSG101 blk	S-ASM inh	GALK inh	Menin-MLL TR inh	Giardia kill
O=C(COC(=O)/C=C/c1ccc2ccccc2n1)NNC(=O)c1ccc([N+](=O)[O-])cc1	x	u	0.1%	x	0%	-40%	0%	-1%	x	x	14
CCN(CC)S(=O)(=O)c1cccc(C(=O)Nc2ccc(S(=O)(=O)NC3=NCCCCC3)cc2)c1	x	u	0.3%	x	-7%	22%	-1%	18%	x	x	-4
Cc1cccc(Nc2nnc(SCC(=O)NCC3CCCO3)s2)c1 (stereo not drawn)	x	0%	-0.3%	x	6%	11%	0%	-2%	x	x	-2
Cn1c(=O)[nH]c(=O)c2c1nc(NC1CCCCC1)n2Cc1ccccc1	0%	3%	0.1%	4	5%	-11%	-1%	-4%	2%	u	5
C[C@H](CO)N1C[C@H](C)[C@@H](CN(C)C(=O)Nc2ccccc2)Oc2c(NC(=O)C3CCCCC3)cccc2C1=O	x	u	0.0%	x	-2%	-20%	3%	-2%	x	x	4
COc1cccc(C(=O)NNC(=S)NC2CCCCC2)c1	-6%	u	0.7%	0	9%	-7%	-1%	-2%	-1%	-16%	-21
O=C(CSCc1cnn(-c2ccccc2)c1-n1cccc1)NCc1cccnc1	-2%	u	0.2%	0	-1%	5%	-4%	6%	1%	1%	-7
COc1ccc(CC(=O)NCc2ccc3c(c2)cc(C)n3C)cc1OC	-2%	6%	-0.6%	-3	-2%	-12%	5%	-1%	-2%	6%	3
COCc1ccc(CN2CCC(C(=O)Nc3cccc(-c4cccc(Cl)c4)c3)CC2)o1	-6%	u	-0.2%	x	-6%	-65%[inhibitor]	-11%	-1%	-6%	x	-6
O=C(CCCn1ncn2c(cc3occc32)c1=O)NCc1ccccc1F	x	u	0.2%	-2	0%	-4%	-3%	-2%	-1%	0%	2
O=C(O)c1cccc(-c2nnn(Cc3ccccc3)n2)c1	0%	-14%	-0.6%	12	1%	19%	-1%	6%	-3%	-25%	0
O=C1C(=O)N(c2ccccn2)C(c2ccc(Br)cc2)/C1=C(/O)c1ccc(Br)cc1 (stereo not drawn)	2%[11.5 µM]	4%	-1.2%	10	-5%	11%	-17%	-2%	-5%	u	u
COc1ccc(CNC(=S)Nc2cccc(OC)c2)cc1	1%[11.5 µM]	4%	6.6%	1	-2%	-3%	-4%	5%	-7%	-6%	-10
CCOC12CC(C)(C)CC(C)(CC3=C1C(=O)CC(C)(C)C3)C2 (stereo not drawn)	-1%	3%	-0.8%	3	4%	17%	0%	7%	2%	-10%	2
COc1cccc(CNC(=O)COc2cc(O)c3c(c2)OC(C)(C)CC3=O)c1	0%	-2%	0.0%	-4	2%	18%	-4%	-1%	x	2%	2
CCOCCn1c(CN2CCN(CCO)CC2)nc2c1c(=O)n(C)c(=O)n2C	0%	-3%	-0.7%	-1	0%	-13%	-2%	8%	x	-1%	7
O=C(Cc1cn(-c2ccccc2)nc1-c1ccccc1)N1CCCCC1	x	17%	-0.5%	1	0%	-20%	-4%	-1%	-2%	-21%	1
C[N+]1(CN2C(=O)C3C4C=CC(C4)C3C2=O)CCCCC1 (stereo not drawn)	-4%	-2%	0.3%	2	0%	0%	-4%	3%	-1%	x	-28
CCc1nnc(NC(=O)CSc2nnc(-c3cccnc3)n2CCc2ccccc2)s1	-5%	7%	0.1%	-1	-6%	-10%	-6%	3%	-4%	14%	-3
Cc1c(Br)c([N+](=O)[O-])nn1C(C)C(=O)NCc1cccs1 (stereo not drawn)	-1%	3%	-1.0%	0	1%	0%	-7%	-11%	3%	12%	-4
COc1cc(C)c(S(=O)(=O)n2c([N+](=O)[O-])cnc2C)cc1C	5%	-1%	-0.1%	2	-7%	15%	-5%	1%	6%	1%	-27
O=C(Nc1ccc(-c2ccco2)cc1)C1CCCN(Cc2ccc(CO)o2)C1 (stereo not drawn)	10%	-4%	0.3%	0	-7%	21%	-2%	4%	-2%	2%	-16
CCn1nc2cc(C(=O)NCc3cc(C(F)(F)F)cc(C(F)(F)F)c3)ccc2c1OC	0%	6%	-0.1%	-5	4%	7%	-3%	41%[activator]	x	10%	-4
c1ccc(-c2nccc(-c3ccc4c(c3)OCO4)n2)cc1	0%	5%	-0.2%	0	-1%	-20%	-4%	-2%	0%	39%[activator]	-7
CCC(=O)OCC(=O)N=c1sccn1Cc1ccc(C)cc1	-1%	u	0.1%	x	0%	20%	2%	5%	-3%	x	12
O=c1c2cc(NC(=S)N3CCC(N4CCCCC4)CC3)ccc2nc2n1CCCCC2	x	u	-0.2%	1	5%	1%	-2%	7%	10%	-11%	3
Cc1cc(C)cc(-n2nnc(C(=O)NCc3ccccc3)c2N)c1	7%	u	0.3%	0	0%	22%	-6%	1%	0%	u	28
CCn1c(CNc2ccc(F)cc2)nnc1SCC(=O)N1CCCc2ccccc21	-11%	-1%	-0.3%	-4	-4%	-4%	-8%	1%	-1%	-5%	1
CCOc1cc(N2CCOCC2)c(OCC)cc1NC(=O)c1cc(C)cc(C)c1	7%	-1%	0.2%	-1	-3%	-9%	-5%	2%	-1%	-19%	-15
OC(CCN1CCCCC1)c1ccc(-c2ccccc2)cc1 (stereo not drawn)	x	u	0.5%	1	1%	-28%	-4%	1%	1%	3%	23
O=C(c1c(F)cccc1F)N1CCCC(c2nc(-c3ccc(Cl)cc3)no2)C1 (stereo not drawn)	-3%[11.5 µM]	u	-0.9%	0	1%	-37%	-5%	-6%	-3%	7%	-5
CC(=O)Nc1ccc(S(=O)(=O)Nc2cc(C)cn(Cc3ccc(C)cc3)c2=O)cc1	3%	-5%	0.1%	-23	5%	-9%	2%	0%	-2%	9%	0
Cc1cc(-c2ccccc2C(=O)Nc2ccccc2O)on1	-1%	-19%	-0.1%	2	1%	1%	0%	2%	13%	x	0
Cc1ccc(NC(=O)C2CCN(C(=O)NC3CCCCC3)CC2)c(C)c1	1%	5%	-0.8%	1	u	13%	-2%	5%	1%	-15%	0
O=C(Cn1cnc2cc([N+](=O)[O-])ccc2c1=O)Nc1ccc(Br)cc1	-2%	u	0.1%	3	2%	3%	-3%	-7%	-1%	x	-9
Nc1ccc(-n2cc(-c3ccccc3)[nH]c2=S)cc1	x	0%	-0.8%	1	u	-38%	-5%	-5%	x	19%	-7
Cc1ccccc1Cn1ccc(NC(=O)c2cc3ncc(Br)cn3n2)n1	7%	u	0.3%	3	-9%	-3%	-2%	3%	8%	0%	-1
Cc1ccc(C(=O)n2nc(-c3cccnc3)nc2N)cc1	-2%	-9%	-1.1%	1	-1%	8%	-12%	4%	0%	-3%	-1
CC1CN(C(=O)C2(C)CC2(Cl)Cl)CC(C)O1 (stereo not drawn)	0%	-1%	-0.1%	1	-5%	2%	-1%	0%	x	-1%	-6
COc1ccc(NC(=O)[C@H](C)NC(=O)C2CCN(S(=O)(=O)c3ccc(OC)cc3)CC2)cc1	x	8%	-0.7%	x	-8%	u	-12%	3%	-1%	x	-13
CC1CCCN(S(=O)(=O)c2cc3c4c(c2)C(C)C(=O)N4CCC3)C1 (stereo not drawn)	x	2%	0.4%	x	0%	10%	-3%	3%	-1%	x	13
CCOC(=O)c1ccoc1CSCC(=O)N1CCN(S(=O)(=O)c2ccc(C)cc2)CC1	25µM*	-1%	-0.6%	2	4%	12%	0%	2%	6%	1%	5
COC(=O)C1CCN(C(=O)COC(=O)CNC(=O)c2ccc(Cl)cc2Cl)CC1	x	6%	-0.2%	x	9%	-13%	-5%	3%	x	x	-3
Cc1cccc(NC(=O)CCCc2ccccc2)c1C	3%	u	6.3%	-3	0%	-9%	-1%	0%	0%	-11%	4

Screening results from PubChem BioAssay.
